HTR1E agonist = 5-HT1E (human) receptor agonism. CHO 5-HT1E Ga15 NFAT-bla reporter, FRET; 0% DMSO wells, 100% control agonist wells. activation, % at 6 µM. actives 0.69% (n = 65,000). AID 574;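 active = activation above a set limit, the screen-wide mean activation plus 3 SD, cut at about 8.5% in these data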;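 also: 100% = positive control agonist at 1 µM giving full maximal response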
SF1 activator = activators of human nuclear receptor SF-1; Q13285; activation, % at 10 µM; CHO-K1 Gal4-SF-1 LBD luciferase reporter; % increase over DMSO SF-1-specific signal; actives 1.9% (n = 65,000);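 active = activation above the mean activation of all tested compounds plus 3 SD, cut at about 50% in these data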
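Test system: CHO-K1 cells co-transfected with Gal4 DBD–human SF-1 LBD, 5xGal4 luciferase reporter. Quantity: 4,000 cells per well. Compound: 10 µM only. Incubation: compound added 1 h post-seeding, 20 h exposure at 37 °C, 5% CO2. Detection: SteadyLite luciferase luminescence. Replication: one test per compound.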
Ecoli tolC = blocks growth of E. coli BW25113 tolC mutant; actives 2.2% (n = 65,000); OD615; growth inhibition, % at 10 µM (by protocol); AID 573;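 active = growth inhibition at or above a cutoff equal to the mean over every tested compound plus 3 SD, cut at about 60% in these data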;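 also: growth measured after 20 h incubation at 37 °C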
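Signal: optical density read at 615 nm; Assay system: E. coli ΔtolC::kan strain BW25113; Times: 20 h incubation with compound, 37 °C; Dosing: 10 µM final, single dose.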
HTR1E antagonist = antagonists of human 5-HT1E serotonin receptor; CHO 5-HT1E Ga15 NFAT-bla reporter, FRET, antagonist; P28566; actives 0.99% (n = 65,000); inhibition, % at 6 µM;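 active = inhibition above a set limit, the mean inhibition across every tested compound plus 3 SD, cut at about 29% in these data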;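 also: signal is the 460 over 535 nm emission ratio of beta-lactamase substrate; 0% = agonist plus DMSO wells and 100% = wells without agonist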
S1P3 ag = agonists of human S1P3 receptor | activation, % at 4.5 µM | Q99500 | actives 0.1% (n = 60,000) | AID 373 | S1P3 NFAT-BLA reporter cells, agonism, FRET ratio; relative to 1 µM S1P, basal subtracted;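 active = activation above the screen-wide mean plus 3 SD, cut at about 4.5% in these data, passing the limit was not always enough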; also: some compounds called inactive have numbers as strong as hits
Target sequence (Q99500 whole entry, looked up): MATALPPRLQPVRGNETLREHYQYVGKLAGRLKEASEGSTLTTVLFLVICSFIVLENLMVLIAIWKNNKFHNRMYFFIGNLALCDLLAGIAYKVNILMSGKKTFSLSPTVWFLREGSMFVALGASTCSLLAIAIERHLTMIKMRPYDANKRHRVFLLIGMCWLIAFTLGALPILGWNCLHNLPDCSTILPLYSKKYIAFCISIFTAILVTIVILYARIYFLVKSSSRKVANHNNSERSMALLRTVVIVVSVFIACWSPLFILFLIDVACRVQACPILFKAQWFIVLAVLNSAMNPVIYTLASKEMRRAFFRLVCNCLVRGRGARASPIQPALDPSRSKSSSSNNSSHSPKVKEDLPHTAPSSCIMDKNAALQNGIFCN
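Measure – % activation relative to 1 µM S1P (100%), per plate · System – stable CHO line with human S1P3, Gα16, NFAT-BLA reporter · Timing – cells plated overnight, compound 4 h 37 °C, substrate 2 h RT · Technique – fluorescent BLA substrate, ex 405 nm, em 460/535 nm ratio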
S1P1 ag-PAM = agonists and agonism potentiators of human S1P1 receptor; P21453; S1P1 CRE-bla cells, forskolin, beta-lactamase FRET, potentiator mode; S1P1 agonist co-added at EC20, 2 nM; 100% = saturating reference agonist, 0% = basal; activation, % at 9.5 µM; actives 0.57% (n = 56,000); AID 449;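 active = activation above a cutoff set at the mean activation of all tested compounds plus 3 SD, cut at about 54% in these data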;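 also: forskolin at 4 µM as EC80 and the EC20 agonist is SEW2871; 100% = SEW2871 at its EC100 plus forskolin at EC80; some compounds past the cut are filed as inactive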
5-HT1A blocker = antagonists of human 5-HT1a serotonin receptor. P08908. CHO 5-HT1a Ga15 NFAT-bla reporter, antagonist mode. inhibition, % at 10 µM. actives 0.68% (n = 62,000);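 active = inhibition above the mean of all tested compounds plus 3 SD, cut at about 43% in these data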;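 also: receptor stimulated by 5-CT agonist at 100 nM near EC80; beta-lactamase reporter measured by ratiometric fluorescence of a cleavable substrate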
AP complement = alternative pathway complement inhibition, orthogonal assay | Human serum alternative complement pathway, LPS-coated ELISA, C3 deposition; tested in compound mixtures | inhibition, % at 5 µM | actives 0.08% (n = 62,000);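 active = inhibition above 30% in each of the two pooled mixtures holding the compound, so the lower value exceeds 30%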;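 also: 0% = serum in Mg-EGTA without compound and 100% = EDTA serum blank; some compounds past the cut are filed as inactive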
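Assay system: human serum alternative complement pathway, C3 deposition on LPS-coated wells; Dosing: 5 µM per compound in ten-compound mixtures; Detection: Anti-C3 ELISA, OD 450 nm; Buffer or medium: Mg2+-EGTA GVB++ buffer containing human serum at 1:15 dilution; Timing: 1 h at 37 °C; Replication: two different pools per compound.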
RORa activator = activators of human nuclear receptor RORA; P35398; CHO-K1 Gal4-RORA LBD luciferase reporter, luminescence; percent increase over mock-subtracted basal signal; activation, % at 10 µM; actives 1.5% (n = 65,000); AID 560;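 active = activation above the mean of all tested compounds plus 3 SD, cut at about 49% in these data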;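 also: 0% = DMSO-treated RORA cells and 100% = added signal equal to DMSO minus mock-transfected cells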
Target sequence (P35398 whole entry, looked up, the tested form may be a part): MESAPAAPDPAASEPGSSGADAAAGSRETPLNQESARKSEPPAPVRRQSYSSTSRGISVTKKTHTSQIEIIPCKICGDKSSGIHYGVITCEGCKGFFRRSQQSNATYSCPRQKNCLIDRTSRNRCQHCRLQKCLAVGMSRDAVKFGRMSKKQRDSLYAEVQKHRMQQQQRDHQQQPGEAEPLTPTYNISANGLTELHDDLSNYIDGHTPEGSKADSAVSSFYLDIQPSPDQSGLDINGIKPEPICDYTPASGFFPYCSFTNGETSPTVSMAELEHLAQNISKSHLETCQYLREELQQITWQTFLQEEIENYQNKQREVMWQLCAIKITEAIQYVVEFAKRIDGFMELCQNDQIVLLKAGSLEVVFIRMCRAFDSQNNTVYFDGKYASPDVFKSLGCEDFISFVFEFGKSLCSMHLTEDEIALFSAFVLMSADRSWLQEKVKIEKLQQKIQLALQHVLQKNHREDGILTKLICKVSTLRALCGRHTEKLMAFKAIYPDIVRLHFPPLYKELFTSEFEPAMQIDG
* hit, by the source's call; . = no result given. Compounds as they come. About 7.1% of those tested had a hit in this group.

SMILES	HTR1E agonist	SF1 activator	Ecoli tolC	HTR1E antagonist	S1P3 ag	S1P1 ag-PAM	5-HT1A blocker	AP complement	RORa activator
O=C1c2ccccc2C(=O)N1CC#CCN1CCN(C2CCCCC2)CC1	0.0	3	-7	8	-0.8	-2	2	-11	-4
COc1ccc(C(=S)N2CCCC2)cc1C	0.3	15	-3	-6	-1.3	-27	-2	-14	-11
CC(=O)Nc1ccc(SCC(=O)N(CCC#N)c2ccc(C)cc2)cc1	3.1	-7	1	-1	-0.4	-37	-2	1	-24
Cc1ccc2oc(-c3ccccc3C(=O)O)cc(=O)c2c1	-1.2	6	-5	5	-0.8	-5	6	13	0
CC(C)CSc1nc2c(c(=O)[nH]c(=O)n2C)n1CC(O)COc1cccc2ccccc12 (centres undefined)	0.9	-6	0	-15	0.5	-41	-33	1	1
Cc1cc(NC(=O)Nc2cccs2)no1	0.4	13	-11	1	0.2	9	11	2	10
O=C1CCc2cc(S(=O)(=O)NC(C(=O)NCc3cccnc3)c3ccccc3)ccc2N1 (centres undefined)	0.2	-21	-4	-9	-1.2	-13	7	16	3
O=C(NCCc1ccccc1)C1CCCN(S(=O)(=O)c2cccc3nonc23)C1 (centres undefined)	1.3	-19	-18	-6	.	.	-8	1	6
O=C(CCn1[nH]c(=O)c2ccccc2c1=O)OC1CCCCC1	-0.1	-15	16	-6	0.2	-7	-7	0	-14
Cn1ccnc1SCC(=O)Nc1cccc2ccccc12	-0.5	17	-8	-3	-0.2	.	-7	18	-6
CCOC(=O)NC(=O)CN1C(=O)NC(C)(c2ccccc2)C1=O (centres undefined)	-0.1	5	-9	1	-1.2	-5	4	16	1
O=C(COc1ccccc1F)Nc1ccc(S(=O)(=O)NCc2ccco2)cc1	-0.4	-5	9	-1	1.7	6	-10	12	5
COc1cc(CCC(=O)OCC(=O)Nc2ncc(Cl)cc2Cl)cc(OC)c1OC	2.7	-6	5	-8	-0.8	-2	3	-2	6
COc1ccc(CN2C(=O)C(O)(CC(=O)c3c(C)n[nH]c3C)c3ccccc32)cc1OC (centres undefined)	-0.3	-13	-3	6	-0.4	.	-14	3	-12
O=c1[nH]c2ccccc2cc1-c1noc(-c2cccnc2)n1	-0.6	24	-5	-7	-1.9	6	-4	10	21
Cc1ccccc1-n1nnnc1SCC(=O)Nc1ccc(S(=O)(=O)N2CCCC2)cc1	1.2	-4	-10	-9	0.6	19	-12	9	20
Cc1cc(C)c2c(=O)[nH]c(SCC(=O)N3CCCCC3)nc2n1	0.0	6	-7	10	-1.1	-19	-7	-4	-6
COc1cccc(-c2nnc3sc(C4CCCCC4)nn23)c1	-1.2	11	6	25	-0.9	80*	.	6	-9
CCCOC(=O)C1[C@H]2C(=O)N(CCCOC)C[C@]23C=C[C@H]1O3 (some centres undefined)	1.2	-5	-23	-1	0.2	-7	-2	7	6
CC1Cn2c(nnc2-c2cccc(N)c2)S1 (centres undefined)	0.6	1	-16	-10	0.0	-1	-10	-2	-6
Cc1nonc1NC(=O)N1CCCC1	-1.4	-6	-17	5	-0.1	-2	7	16	2
NC(=O)Cn1nnc(-c2ccc(C(F)(F)F)cc2)n1	1.3	34	-6	-2	-0.7	.	-7	-8	5
O=C(Nc1ccc(S(=O)(=O)N2CCc3ccccc32)cc1)c1ccc2c(c1)OCO2	-0.3	12	25	21	-1.5	34	25	1	5
COc1ccc(N2CCN(C(=O)CSc3nnc(-c4cc5ccccc5cc4O)n3C)CC2)cc1	0.6	-3	22	-3	-0.4	10	-7	9	-17
CCc1c(O)nc(SCC(=O)Nc2ccc(OC)cc2)n(C2CCCCC2)c1=O	-0.3	0	12	0	-0.2	-12	-2	3	17
COc1cc(C(c2nnnn2C2CCCC2)N2CCN(C)CC2)cc(OC)c1OC (centres undefined)	-0.6	-4	-9	1	-0.2	6	-3	-22	2
COc1cccc(/C=N/n2c(SC)nnc2-c2ccccc2)c1OC	-0.2	0	14	-3	-1.1	-32	-9	15	1
Nc1ccc2nc3n(c(=O)c2c1)CCC3	-0.4	-16	-10	0	-1.0	-11	3	13	-11
CC(C)=C1C2CC2C2C(C(=O)O)C12 (centres undefined)	0.1	-16	-2	6	0.1	1	1	10	14
S=C(c1ccc(-c2ccccc2Cl)o1)N1CCOCC1	0.5	37	37	1	-1.4	-11	-5	3	54*
CCOc1ccccc1C1CC(=O)NC2=C1C(=O)CC(C)(C)C2 (centres undefined)	-1.8	-2	-21	-1	0.0	-13	-4	17	14
CCOc1ccc(S(=O)(=O)N2CCN(c3ccccc3OC)CC2)c2cccnc12	0.5	4	8	5	0.1	10	-14	5	2
CCOC(=O)N1CCN(C(=O)c2cn(CC(C)C)c(=O)c3c2c2ccccc2n3C)CC1	0.2	-10	-2	2	-0.6	13	-4	-14	10
O=C(NCCN1CCOCC1)c1ccccc1-c1ccccc1	0.0	7	-1	-4	-0.5	-4	15	8	-24
COc1ccc(NC(=O)C2CCCN(S(=O)(=O)c3cccc4cccnc34)C2)cc1 (centres undefined)	1.0	5	3	4	0.3	-3	-9	9	-25
O=C(O)C1CSC2c3ccccc3C(=O)N12 (centres undefined)	-0.9	2	-8	8	-0.9	1	6	11	-13
CCCS(=O)(=O)NCCc1cc2c(OC)ccc(OC)c2[nH]c1=O	0.0	8	-14	-4	0.6	-15	4	-6	-13
O=C(Nc1ccc(Br)cc1Cl)c1cnccn1	-0.5	14	0	10	-0.9	2	10	15	-4
COc1cccc(N2CCN(C(=O)c3ccc(=O)oc3)CC2C)c1 (centres undefined)	12*	-5	4	1	-3.6	-7	.	.	0
COc1cc(C)nc(Oc2ccc(OCCOc3ccc(C)cc3)nn2)n1	0.3	-6	-6	3	-3.9	-14	.	.	-12
Cn1c(Cn2c(=O)sc3ccccc32)nnc1SCC(=O)Nc1ccccc1	0.0	-2	0	-2	-0.4	6	4	20	-17
Cc1ccc(-c2ccc(SCC(=O)Nc3nonc3C)nn2)cc1	-0.2	-5	3	-10	1.7	-5	-5	-1	22
C[N+](C)(C)C/C=C1/COCO1	0.8	14	-7	-17	0.1	-24	-15	11	-24
Cc1cc(NC(=O)CCC(=O)N(c2cccnc2)C(C(=O)NC2CCCC2)c2ccccc2)no1 (centres undefined)	0.1	4	-12	-5	0.0	-18	-12	6	-9
Cc1ccc(Cn2ccc(NC(=O)c3cc(-c4ccco4)on3)n2)cc1	0.1	17	-3	-6	-1.4	-3	-1	-3	-2
COc1cc(C2CC(=O)c3c([nH]c(C(=O)OCCOC(C)C)c3C)C2)cc(OC)c1OC (centres undefined)	0.1	-34	15	-1	-0.9	30	-4	0	-25
Cc1c(NC(=O)C2(c3ccccc3)CCOCC2)c(=O)n(-c2ccccc2)n1C	0.1	-6	-17	3	-0.3	.	3	-1	-13
O=C(CCCn1c(=O)[nH]c2ccsc2c1=O)N1CCCCC1	-0.5	0	-10	-1	.	.	-6	8	-22

With a hit mark in S1P1 ag-PAM, among the entries above:
Compound | HTR1E agonist | HTR1E antagonist | S1P3 ag | S1P1 ag-PAM | 5-HT1A blocker | AP complement
COc1cccc(-c2nnc3sc(C4CCCCC4)nn23)c1 | -1.2 | 25 | -0.9 | 80* | . | 6

(continued)
SMILES	HTR1E agonist	SF1 activator	Ecoli tolC	HTR1E antagonist	S1P3 ag	S1P1 ag-PAM	5-HT1A blocker	AP complement	RORa activator
O=C1c2cccc3cccc(c23)N1CN1CCN(c2ccccn2)CC1	1.1	8	11	5	-0.7	3	-9	12	-4
O=C(COc1ccc(F)cc1)N(CC1=CCS(=O)(=O)C1)c1ccccc1	0.9	-7	3	4	.	.	5	-3	2
Cc1cc(NC(=O)c2cnn3c(C(F)F)cc(-c4ccccc4)nc23)no1	-0.6	7	2	-6	-0.3	8	-3	-14	-15
CC(C(=O)NCc1ccccc1)N1C(=O)CN(C)C(=O)c2ccccc21 (centres undefined)	0.8	2	-10	-1	-0.6	13	4	4	-3
CC(=O)NC(c1ccccc1)c1nc2ccccc2[nH]1 (centres undefined)	-0.7	22	-7	3	-0.5	6	-3	.	10
O=C(O)c1ccc2c3c(ncnc13)-c1ccccc1C2=O	-0.5	-34	17	6	-1.2	-1	1	7	-19
CCOC(=O)c1cnc(-n2cc(C)cn2)nc1Nc1ccccc1OCC	0.6	-8	68*	0	-1.4	4	-1	11	10
Cc1oc2cc3c(C(=O)N4CCN(C)CC4)c(C)oc3cc2c1C(=O)N1CCN(C)CC1	-0.9	-2	-19	-6	.	.	12	15	6
O=C(OCC#CCSc1nnc(-c2ccc(Br)cc2)o1)c1ccco1	-0.3	6	45	3	-0.2	-9	3	13	-3
Cc1cccc(NC2=NC3(CCCCC3)N=C(N)N2)c1	-0.5	11	30	-5	0.2	-11	-5	.	-15
CCc1nnc(NC(=O)CN2CCN(C3CCCCC3)CC2)s1	-0.1	1	-26	10	.	.	8	4	-1
O=C(CSc1nnnn1-c1ccccc1)Nc1nsc(-c2ccc(Cl)cc2)n1	0.7	-88	-2	-11	0.1	-19	50*	3	-71

Looked up by structure from the list above (5):
SMILES	HTR1E agonist	SF1 activator	Ecoli tolC	HTR1E antagonist	S1P3 ag	S1P1 ag-PAM	5-HT1A blocker	AP complement	RORa activator
CC(C(=O)NCc1ccccc1)N1C(=O)CN(C)C(=O)c2ccccc21 (centres undefined)	0.8	2	-10	-1	-0.6	13	4	4	-3
O=C(COc1ccc(F)cc1)N(CC1=CCS(=O)(=O)C1)c1ccccc1	0.9	-7	3	4	.	.	5	-3	2
CC(=O)NC(c1ccccc1)c1nc2ccccc2[nH]1 (centres undefined)	-0.7	22	-7	3	-0.5	6	-3	.	10
Cc1oc2cc3c(C(=O)N4CCN(C)CC4)c(C)oc3cc2c1C(=O)N1CCN(C)CC1	-0.9	-2	-19	-6	.	.	12	15	6
O=C(O)c1ccc2c3c(ncnc13)-c1ccccc1C2=O	-0.5	-34	17	6	-1.2	-1	1	7	-19

Following part:
SMILES	HTR1E agonist	SF1 activator	Ecoli tolC	HTR1E antagonist	S1P3 ag	S1P1 ag-PAM	5-HT1A blocker	AP complement	RORa activator
CN(C)C1NC(=O)c2cc(-c3ccccc3)sc2N1 (centres undefined)	1.1	35	-7	1	.	.	9	.	8
CCN(C(=O)CCc1nc(-c2ccc(OC)cc2)no1)c1cc(OC)ccc1OC	-1.0	3	37	3	.	.	23	12	-7
CCCc1nc2c(o1)CC(CC(C)SCC)CC2=O (centres undefined)	-1.0	1	-3	-2	0.4	-24	-10	14	6
CCC1CCc2c(sc3ncnc(N4CCOCC4)c23)C1 (centres undefined)	-0.1	-9	36	19	0.2	-1	2	9	3
CC(C)(C)C(=O)CN1C(=O)C2(OCCO2)c2ccccc21	0.0	-6	-14	-4	0.6	4	-3	-5	-16
COCCSc1nnc(NC(=O)C2CCCO2)s1 (centres undefined)	-0.5	20	-7	8	0.1	-8	0	28	20

From PubChem BioAssay
